FBPA coupling cs – qHTS Assay for Inhibitors of Fructose-1,6-bisphosphate Aldolase from Giardia Lamblia: Coupling assay counterscreen; coupling enzyme system counterscreen, AmpLite Red fluorescence; 0.67% of 290,000 active; AID 2472, 2010; activity change, negative = inhibition, % at 58.2 µM, hits read low; in the data active = activity change below about -30%; note: % is set by controls: 0 for no effect and ±100 for the full control effect
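Final compound at 57.5 uM, incubated 10 min at RT with coupling enzyme reagent (glyceraldehyde-3-phosphate), then 20 min with substrate and AmpLite Red detection. Fluorescence read at 525/598 nm; tests interference with the coupling assay, not aldolase inhibition.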
PKM2 activator – qHTS Assay for Activators of Human Muscle isoform 2 Pyruvate Kinase. purified PKM2, Kinase-Glo ATP luminescence, activation; response scale: 0% is enzyme alone, no compound. Pyruvate kinase PKM (Homo sapiens), P14618. 0.34% of 260,000 active. AID 1631, 2009. Potency, µM (doses to about 57.5 µM), inactives show top-dose activation, hits mostly activators; note: potency is the fitted concentration of half-maximal effect; % is set by controls: 0 for no effect and ±100 for the full control effect; nearly all actives have a fitted effect of over 55% in size
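ATP formation by purified human PK-M2, quantified via coupled luciferase luminescence after 1 h at room temperature with 0.1 mM ADP and 0.5 mM PEP final.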
KCNH2 3.1 inh – qHTS for Inhibitors of KCHN2 3.1: Mutant qHTS | Potassium voltage-gated channel subfamily H member 2, brain isoform KCNH2 3.1 (human) | U2OS KCNH2 3.1, thallium flux FluxOr; hits give low values | activity change, % (tested at about 1.8 µM) | 0.95% of 340,000 active;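 active = maximum activity change below -70%; inconclusive = maximum activity change from -70% to -50%; inactive = maximum activity change above -50%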;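 note: thallium influx rate constant from kinetic fluorescence after stimulation buffer; % is set by controls: 0 for no effect and ±100 for the full control effect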
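Normalized rate constant (relative to positive and negative DMSO controls) derived from a 2 min kinetic fluorescence read after stimulation; U2OS cells expressing the 3.1 isoform via virus at 1.77 x 10^8 /mL.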
B2AR arrestin – qHTS assay of beta-arrestin-biased ligands of beta2-adrenergic receptor | beta-arrestin recruitment to beta2AR, cell-based reporter | Potency, µM (doses to about 46.1 µM), for the others: at the highest dose activation, hits mostly activators | 0.02% of 330,000 active | AID 492947, 2010;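 note: potency is the fitted concentration of half-maximal effect; 0% = DMSO controls and full agonism = EC100 isoproterenol or metaproterenol; nearly all actives have a fitted effect of over 65% in size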
USP2a inh – qHTS Assay for Inhibitors of Ubiquitin-specific Protease USP2a Using CHOP2 as the Reporter; Potency, µM (highest dose often 38.3 µM), without a hit: at the highest dose activity change, negative = inhibition, actives largely listed as inhibitors; Ubiquitin carboxyl-terminal hydrolase 2 (Homo sapiens), O75604; 0.01% of 330,000 active; USP2 core, Ub-CHOP2 coupled fluorogenic reporter, 485/531;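 note: potency is the fitted concentration of half-maximal effect; plate controls were DMSO wells for no effect and full inhibition by NEM control for full effect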
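USP2 core (10nM final) preincubated 30min RT with compound in 20mM Tris-HCl pH 8.0, 2mM CaCl2, 2mM beta-mercaptoethanol, 0.05% CHAPS; 25nM Ub-CHOP2 plus 25nM reporter substrate added, fluorescence (Ex485/Em531) read after 60min.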
Giardia kill – Small Molecules that selectively kill Giardia lamblia: qHTS | Giardia lamblia trophozoite viability | activity change, % at 7.66 µM, hits read low | 0.15% of 340,000 active; in the data active = activity change below about -80%; inconclusive = between about -30% and that limit;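 note: parasites exposed to compound for two days anaerobically before the ATP read; % is set by controls: 0 for no effect and ±100 for the full control effect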
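ATP-content bioluminescence gauges trophozoite survival. Cells (100/well) receive compound and incubate anaerobically for 48 hrs at 37 deg C; detection reagent follows for 15-30 min at room temperature.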
hERG WT inh – qHTS for Inhibitors of KCHN2 3.1: Wildtype qHTS. U2OS, BacMam KCNH2, thallium flux FluxOr; hits give low values. 0.37% of 340,000 active. AID 720551, 2013. activity change, % at 1.84 µM. Voltage-gated inwardly rectifying potassium channel KCNH2 (Homo sapiens), Q12809;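 active = maximum activity change below -70%; inconclusive = maximum activity change between -70% and -50%; inactive = maximum activity change above -50%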; note: % is set by controls: 0 for no effect and ±100 for the full control effect
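U2OS cells were transduced with wild-type KCNH2 virus (2.03 x 10^8 / mL) for 4 h at room temperature, then cultured overnight at 37 C. Thallium flux was read with FluxOr dye. Rate constants were normalized to DMSO controls.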
Menin-MLL TR inh – qHTS Assay for Inhibitors Targeting the Menin-MLL Interaction in MLL Related Leukemias: Competition With Texas Red Labeled MLL-derived Mutant Peptide | 0.23% of 270,000 active | Menin + Texas Red MLL mutant peptide, fluorescence polarization | Potency, µM (top dose mostly 61.6 µM), for inactives: at the top dose FP activity change, negative = inhibition, usual class: inhibitors | AID 1768, 2009 | O00255; active = well fitted inhibition curve with a large enough effect in the polarisation, with a control signal flat, not every such curve was filed as active; inconclusive = small, poorly fitted or top-dose-only effect, or effect the other way, or a change in a side signal; inactive = no such curve, though single readings can be large or run the other way; the % refers to the polarisation; note: potency is the fitted concentration of half-maximal effect; % of control where 0% means no effect; many of its hits are not listed in these tables
TRPV1 agonist – HTS Assay for Compounds that Act as Agonists of the Vanilloid Receptor 1; TRPV1-expressing cells, Fluo-8 calcium influx, agonist mode; Transient receptor potential cation channel subfamily V member 1 (Homo sapiens), Q8NER1; activation, % at 8.33 µM; 0.19% of 320,000 active; AID 540275, 2011; in the data active = activation above about 80%; inconclusive = between about 30% and that limit; note: 0% is about no effect
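Fluo-8 calcium influx in TRPV1-expressing cells, kinetic read (ex 480/em 520 nm). Compound added and read 3 min for agonist activity, followed by capsaicin at EC20 final and 2 min further read for enhancement.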
MLL CXXC-DNA inh – qHTS Fluorescence Polarization Assay for Inhibitors of MLL CXXC domain - DNA interaction; Histone-lysine N-methyltransferase 2A (Homo sapiens), Q03164; MLL-CXXC / FITC-HOXA9 DNA fluorescence polarization; Potency, µM (top dose mostly 115 µM), without a hit: at the highest dose activity change, negative = inhibition, actives largely listed as inhibitors; 0.037% of 290,000 active; AID 2662, 2010; active = well fitted inhibition curve with a large enough effect in the polarisation, with a control signal flat, not every such curve was filed as active; inconclusive = small, poorly fitted or top-dose-only effect, or effect the other way, or a change in a side signal; inactive = no such curve, though single readings can be large or run the other way; the % refers to the polarisation; note: potency is the fitted concentration of half-maximal effect
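Purified MLL-CXXC (added from a 7 uM solution) was preincubated 5 min at ambient with pinned compounds in 50 mM Tris-HCl pH 7.5, 50 mM NaCl, 1 mM DTT, 0.05% BSA. Fluorescein-labeled HOX-A9 DNA (50 nM solution) followed, 30 min, then polarization read.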
GALK inhibitor – qHTS Assay for Inhibitors of Human Galactokinase (GALK). Purified GALK, Kinase-Glo residual ATP luminescence. Potency, µM (titrated, usually from 57.5 µM), for the others: top-dose activity change, negative = inhibition, actives largely listed as inhibitors. P51570. 0.007% of 270,000 active; note: potency is the fitted concentration of half-maximal effect; % is set by controls: 0 for no effect and ±100 for the full control effect
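ATP-depletion format; final 35 uM ATP, 100 uM D-galactose, 5 nM enzyme; pH 8.0 HEPES/Mg2+ buffer; 60 min RT; luminescence read 10 min after detection reagent.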
* hit, by the source's call; i = inactive; ? = inconclusive; . = no result given; [ ] = another dose, or the depositor's remark. Unless noted, calls come from the whole dose curve; as a rule, active = well fitted curve in the direction sought with a large enough effect; inconclusive = small, poorly fitted or top-dose-only effect, or another doubt; inactive = no such curve, though single readings can be large; an effect the other way counts as inactive or inconclusive. This is a subset; count on the stated rates, not on these rows.

SMILES	FBPA coupling cs	PKM2 activator	KCNH2 3.1 inh	B2AR arrestin	USP2a inh	Giardia kill	hERG WT inh	Menin-MLL TR inh	TRPV1 agonist	MLL CXXC-DNA inh	GALK inhibitor
CCOc1ccc(N2C(=O)C3Sc4[nH]c(=O)sc4C(c4ccc(OC)c(OC)c4)C3C2=O)cc1 (stereo not given)	3	2%	-13	-0.4%	0%	-7	8	.	6	-4%	-5%
COc1ccc(-c2cc(C(=O)Nc3ccc(S(=O)(=O)Nc4onc(C)c4C)cc3)c3ccccc3n2)cc1OC	10	-10%	-81*	0.2%	0%	-18	42	.	4	-8%	-1%
COc1ccc2oc(C(=O)N(Cc3ccco3)Cc3cccs3)c(C)c2c1	.	.	-22	0.2%	3%	-11	6	.	3	.	.
CCOc1ccc(C(=O)Nc2ccc(C(F)(F)F)n(C)c2=O)cc1	0	9%	10	-0.6%	0%	-7	i	8%	2	16%	.
N#C/C(=C/c1ccc(C(=O)O)cc1)C(=O)NCc1ccccc1	6	0%	-1	-0.1%	0%	4	5	21%	-2	2%	-1%
Cc1ccccc1Cn1c(=O)n(CCCC(=O)NCc2ccco2)c(=O)c2ccccc21	5	7%	-8	-0.6%	1%	2	-4	-23%	11	-2%	0%
O=[N+]([O-])c1ccc([C@H](O)[C@H](CO)N=Cc2ccccc2O)cc1	0	-3%	2	-0.1%	1%	18	3	5%	2	7%	-1%
CC(C)CNC(=O)c1cc2nc3c(c(C(F)(F)F)n2n1)CCc1ccccc1-3	-2	-9%	-11	-0.6%	1%	-8	9	-1%	24	-21%	0%
COc1ccc(N(C)S(=O)(=O)c2cccc(C(=O)Nc3ccc(-n4cnnn4)cc3)c2)cc1	-1	1%	-14	0.4%	-11%	3	-1	-3%	?	-2%	0%
CCN(C(=O)Cc1ccc(Br)cc1)C1CCCCC1	-1	-1%	14	.	.	1	-28	?	28	-1%	-4%
CCCc1cc(=O)oc2cc(C)cc(OCC(=O)Nc3ccc(S(N)(=O)=O)cc3)c12	.	.	1	-0.4%	2%	-11	-6	.	5	11%	-1%
CCCNC(=S)N1CCC(C(=O)c2ccc(OC)cc2)CC1	3	2%	44	-1.4%	-2%	7	-3	13%	25	11%	0%
CCC(CC)c1nnc(NC(=O)c2cc(C(=O)OC)cc([N+](=O)[O-])c2)s1	4	3%	4	0.4%	1%	-24	4	27%	1	10%	.
CN1CCN(c2ccccc2NC(=O)c2ccccc2F)CC1	1	-1%	?	-0.8%	-1%	-8	-3	.	0	-1%	-2%
O=C1Cn2c(nc3ccccc32)-c2ccccc2N1	0	-2%	-5	-0.5%	-8%	-8	-18	7%	16	-3%	3%
CCCCOc1ccc(N2C(=O)CC(NCCc3ccc(S(N)(=O)=O)cc3)C2=O)cc1 (stereo not given)	2	8%	16	-0.1%	1%	-6	5	-13%	-3	-12%	-4%
CCOc1ccc(N(CC(=O)NC(C(C)C)C(C)C)S(=O)(=O)c2ccc(OC)c(OC)c2)cc1	-1	3%	0	0.1%	10%	-9	-6	?	1	2%	-2%
COc1ccccc1NC(=O)C(C)N(C)CC(=O)Nc1cccc2ccccc12 (stereo not given)	.	.	6	-0.1%	-2%	7	1	.	.	.	.
N#C/C(=C\c1ccccc1)C(=O)NC1CC1	2	.	2	-0.1%	4%	4	-1	-3%	-3	-8%	.
CC(=O)Nc1ccc(S(=O)(=O)N2CCC(c3nc4c(nnn4Cc4ccccc4Cl)c(=O)[nH]3)CC2)cc1	0	12%	1	-0.2%	2%	22	17	?	1	1%	7%
O=C(CSc1ncnc2ccccc12)Nc1ccc2c(c1)OCO2	0	7%	-2	-0.6%	1%	?	2	1%	11	10%	0%
Cc1ccc(NC(=O)OCc2cn(-c3ccc(Cl)cc3)nn2)cc1	0	-8%	-17	-0.3%	5%	8	-5	34%[activator]	8	-3%	-1%
CCCCc1ccc(NC(=S)Nc2cccnc2)cc1	4	0%	-16	-0.8%	-1%	4	-10	15%	30	9%	1%
CCOc1ccc(C(=O)N2CCc3cc(OC)c(OC)cc3C2)cc1OCC	-3	2%	18	-0.7%	-1%	6	23	-30%	3	-3%	-2%
CCNc1nc(CC)nc2c1oc1ccccc12	4	6%	-6	0.5%	3%	-9	8	-4%	88*	-3%	-1%

Carrying on.
SMILES	FBPA coupling cs	PKM2 activator	KCNH2 3.1 inh	B2AR arrestin	USP2a inh	Giardia kill	hERG WT inh	Menin-MLL TR inh	TRPV1 agonist	MLL CXXC-DNA inh	GALK inhibitor
CNc1nc(Cl)c(SC)c(NCc2ccc(F)cc2)n1	4	.	-26	0.4%	-1%	-13	-1	14%	12	4%	.
c1ccc(CN=C2NN=C(c3cc4ccccc4o3)CS2)cc1	-1	4%	-12	-0.4%	2%	0	-5	-1%	-2	-2%	-6%
c1ccc(N2CCN(c3nnc(Cc4cccnc4)c4ccccc34)CC2)nc1	0	-2%	-6	-3.7%	-1%	20	15	-9%	0	7%	-1%
Cc1ccc(NCc2ccc(C)s2)cc1	-3	5%	.	0.1%	2%	.	.	13%	0	1%	2%
CCOC(=O)C1=C(COC(=O)CNC(=O)c2cccc(C)c2)NC(=O)NC1C (stereo not given)	.	.	2	0.0%	1%	3	-11	.	-4	.	.
CC1SCC(=O)N(CC(=O)Nc2ccc3c(c2)OCO3)C1=O (stereo not given)	0	-8%	4	-0.5%	2%	20	-10	-2%	0	-3%	0%
CN(C(=O)CSc1nc2ccc(Br)cc2c(=O)n1Cc1ccco1)C1CCS(=O)(=O)C1 (stereo not given)	2	8%	-42	0.1%	2%	-20	-4	.	9	0%	.
CC1=C(C)C(OCCCl)N(c2cc(O)c(Cl)cc2F)C1=O (stereo not given)	0	-9%	1	-0.4%	-2%	-6	-21	.	-2	-5%	4%
CN1CCN(C(=O)c2cc(COc3ccccc3)on2)[C@@H](c2ccccc2)C1	0	0%	9	1.0%	2%	6	-2	-15%	?	1%	1%
O=C(NCCCN1CCOCC1)C(=O)N/N=C/c1ccccc1	1	-9%	16	0.6%	1%	-14	6	-6%	2	7%	0%
Clc1ccccc1/C=C/C=N/Nc1nc(N2CCOCC2)nc(N2CCOCC2)n1	-2	3%	-6	-0.2%	0%	14	36	-9%	-3	4%	-1%
CC(=O)Nc1ccc(S(=O)(=O)NCC(=O)OCC(=O)N2CC(C)OC(C)C2)cc1 (stereo not given)	.	.	27	-0.2%	1%	3	2	.	.	.	.
O=Cc1c(Cl)nc2ccccn2c1=O	-2	-1%	-19	-0.6%	3%	-4	-2	.	-15	0%	-1%
COc1ccc(C(=O)NCc2ccc3c(c2)OCO3)c(OC)c1	8	0%	-2	0.1%	-1%	-22	12	3%	2	-7%	1%
CCN(CC)C(=O)CSc1ncnc2sc(-c3ccccc3)cc12	0	1%	9	0.0%	1%	-5	2	-1%	7	9%	1%
Nc1nonc1C(=O)N/N=C\c1cc2c(cc1Cl)OCO2	.	.	-24	-0.3%	5%	15	-20	.	1	31%[activator]	3%
C=CCn1c(SCC(=O)Nc2ccccc2)nc2scc(-c3cccs3)c2c1=O	0	2%	-3	0.2%	0%	22	1	?	23	12%	-1%
Cc1ccc(S(=O)(=O)NC(=O)Nc2ccccc2)cc1	0	8%	-14	-0.7%	1%	2	2	4%	-5	-6%	2%
O=c1[nH]c(=O)n(Cc2ccco2)c2c1C(C(F)(F)F)(C(F)(F)F)N=C(CCc1ccccc1)N2	2	-10%	-108*	0.5%	3%	-7	2	?	1	-2%	-1%
COc1ccc(-c2csc(NC(=O)C3CCN(c4ncnc5sc(C)c(C)c45)CC3)n2)cc1OC	.	.	0	0.1%	2%	0	5	.	1	.	.
CCc1ccc2c(CN3CCN(Cc4ccccc4)CC3)cc(=O)oc2c1	2	6%	-120*	-0.1%	4%	29	-141*	-15%	1	-3%	12%
Cc1nnc(C)n1/N=C/c1cccn1C	-1	0%	7	-0.6%	-1%	1	1	7%	-1	3%	0%
CC(C)n1cnc2c(NCc3ccc(S(N)(=O)=O)cc3)nc(NCc3ccc(S(N)(=O)=O)cc3)nc21	3	-2%	.	0.3%	3%	-2	.	.	-2	-29%	6%

Bioassay records (PubChem)
